From PubChem BioAssay
PLK1 PBD inh: PLK1 (human) polo-box domain binding inhibition; AID 720504; P53350; 360,000 tested, 2.8% active; Potency, µM, for the others: max response, negative = inhibition, most hits filed as inhibitors; Plk1 PBD binding of FITC phosphopeptide, fluorescence polarization; further: potency means the concentration at half of the fitted maximal effect; series mostly up to about 57 µM; on the % scale 0 is the no-effect control and ±100 the full control effect; nearly all actives have a fitted effect of over 65% in size
EPAC1 agonist: activates human EPAC1 exchange factor; Potency, µM (titrated, usually from 154 µM), for the others: at the top dose activation, actives largely listed as activators; EPAC1 agonist qHTS, biochemical assay; response scale: 100% = response to 6.5 mM cAMP; 360,000 tested, 0.073% active; AID 720707; further: potency means the concentration at half of the fitted maximal effect; nearly all actives have a fitted effect of over 60% in size
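Compounds were pinned as a concentration titration into mixtures of EPAC1 (100 nM), BODIPY-GDP-loaded Rap1B (250 nM) and GDP (50 uM). After 5 min at room temperature, fluorescence was followed for 30 min; activity was scaled to 6.5 mM cAMP.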
EPAC2 antag: antagonists of human EPAC2; Q8WZA2; EPAC2 GEF exchange of Rap1B-BODIPY-GDP, fluorescence; Potency, µM (titrated, usually from 114 µM), inactives show top-dose activity, negative = inhibition, actives largely listed as inhibitors; 360,000 tested, 0.18% active; AID 720708; further: potency means the concentration at half of the fitted maximal effect; on the % scale 0 is the no-effect control and ±100 the full control effect; nearly all actives have a fitted effect of over 45% in size; many of its hits are not listed in these tables
Target sequence (Q8WZA2 whole entry, looked up): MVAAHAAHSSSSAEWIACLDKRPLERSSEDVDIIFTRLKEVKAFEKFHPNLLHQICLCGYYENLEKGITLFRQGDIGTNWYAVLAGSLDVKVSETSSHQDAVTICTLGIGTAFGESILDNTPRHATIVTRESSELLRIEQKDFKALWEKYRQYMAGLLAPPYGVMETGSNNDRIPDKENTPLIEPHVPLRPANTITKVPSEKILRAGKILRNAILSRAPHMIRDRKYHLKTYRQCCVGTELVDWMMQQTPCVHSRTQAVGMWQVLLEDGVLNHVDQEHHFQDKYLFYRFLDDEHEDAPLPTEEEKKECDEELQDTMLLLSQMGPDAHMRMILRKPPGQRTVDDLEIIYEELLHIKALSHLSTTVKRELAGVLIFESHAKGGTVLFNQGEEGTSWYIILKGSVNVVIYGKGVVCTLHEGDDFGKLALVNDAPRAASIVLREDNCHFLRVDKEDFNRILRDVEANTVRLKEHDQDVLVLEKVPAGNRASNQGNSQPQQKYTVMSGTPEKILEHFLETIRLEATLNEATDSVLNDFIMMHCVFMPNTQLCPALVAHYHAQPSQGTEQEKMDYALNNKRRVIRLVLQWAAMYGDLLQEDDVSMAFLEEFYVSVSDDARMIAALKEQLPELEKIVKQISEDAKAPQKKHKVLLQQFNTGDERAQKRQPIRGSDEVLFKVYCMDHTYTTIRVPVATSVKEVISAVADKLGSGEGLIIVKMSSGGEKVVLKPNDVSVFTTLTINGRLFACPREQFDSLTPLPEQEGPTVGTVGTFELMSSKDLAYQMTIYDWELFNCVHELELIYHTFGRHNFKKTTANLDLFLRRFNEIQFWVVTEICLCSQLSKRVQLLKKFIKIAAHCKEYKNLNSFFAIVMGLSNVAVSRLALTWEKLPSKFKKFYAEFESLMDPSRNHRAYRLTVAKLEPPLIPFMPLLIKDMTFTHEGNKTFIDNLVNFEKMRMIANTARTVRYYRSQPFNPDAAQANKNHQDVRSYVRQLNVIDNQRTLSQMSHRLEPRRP
PI5P4Ka inh: inhibitors of human PI5P4K alpha | P48426 | PI5P4Kalpha enzyme, ADP-Glo luminescence, 60 min; active compounds read low | max response, % | 330,000 tested, 1.2% active; active means max response of -50% or lower; inconclusive means between -30% and -50%; inactive means -30% or higher; further: value at the top dose of about 77 µM; on the % scale 0 is the no-effect control and ±100 the full control effect
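Controls without substrate or without enzyme flank wells where PI5P4Kalpha converts substrate using 5 microM ATP (final). Incubation lasts 60 minutes at room temperature; ADP formed is read by ADP-Glo luminescence.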
CCT modulator: changes cytosolic chaperonin activity; purified chaperonin ATPase assay, HTRF ADP detection, 30 min; activity change, % (no concentration beside the values), hits read low; 360,000 tested, 0.3% active; in the data active means activity change below about -30%; further: on the % scale 0 is the no-effect control and ±100 the full control effect
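We incubate TRiC, 40 or 20 nM final, with library compounds at 76 uM and 10 uM ATP for 30 min at 37 °C. ADP formed is detected with Transcreener HTRF reagents after 30 min at room temperature.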
EPAC1 antag: antagonists of human EPAC1. O95398. AID 720709. Potency, µM (highest dose often 115 µM), for inactives: top-dose activity change, negative = inhibition, actives largely listed as inhibitors. 360,000 tested, 0.14% active. EPAC1 GEF assay, Rap1b-BODIPY-GDP exchange fluorescence;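 further: potency means the concentration at half of the fitted maximal effect; plate controls were vehicle for no effect and positive control for full effect; nearly all actives have a fitted effect of over 50% in size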
MmCpn inh: inhibitors of Methanococcus maripaludis chaperonin (MmCpn); purified Mm-Cpn ATPase, ADP Transcreener TR-FRET; AID 504842; 330,000 tested, 0.031% active; Potency, µM (series often up to 76.9 µM), without a hit: at the top dose activity, negative = inhibition, actives largely listed as inhibitors; further: potency means the concentration at half of the fitted maximal effect; on the % scale 0 is the no-effect control and ±100 the full control effect; nearly all actives have a fitted effect of over 80% in size
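Measured: ADP formation by purified Mm-CPN. Conditions: 25 nM protein, 10 uM ATP, Tris pH 7.4 with Mg2+, K+ and DTT, 37°C for 30 min. Detection: Transcreener HTRF after 30 min at room temperature.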
WRN helicase inh: WRN helicase (human) inhibition | Q14191 | WRN helicase unwinding, fluorescent forked duplex, kinetic | Potency, µM (doses to about 114 µM), for inactives: at the highest dose activity change, negative = inhibition, actives largely listed as inhibitors | AID 651768 | 360,000 tested, 0.46% active; further: potency means the concentration at half of the fitted maximal effect; on the % scale 0 is the no-effect control and ±100 the full control effect; nearly all actives have a fitted effect of over 55% in size
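Fluorescence dequenching readout, ex 525 nm/em 598 nm, kinetic mode: forked duplex DNA (100 nM final) with adjacent fluorophore and quencher unwound by WRN (20 nM final) with 2 mM ATP. Compound preincubation 15 min, room temperature.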
Starred values were filed as active, the others as inactive; ? = inconclusive; . = not tested or not shown; [ ] = remark or other dose. Unless noted, the call rests on the fitted dose curve; in most records, active means well fitted curve in the direction sought with a large enough effect; inconclusive means small, poorly fitted or top-dose-only effect, or another doubt; inactive means no such curve, though single readings can be large; an effect the other way counts as inactive or inconclusive. The list is partial; count on the stated rates, not on these rows.

SMILES	PLK1 PBD inh	EPAC1 agonist	EPAC2 antag	PI5P4Ka inh	CCT modulator	EPAC1 antag	MmCpn inh	WRN helicase inh
Cc1ccc(C)c(OCc2ccc(C(=O)Nc3ccc([N+](=O)[O-])cn3)o2)c1	-1.9%	-1.0%	-14.0%	5.2	-0.4	3.4%	-0.1%	4.8%
COc1cccc(CNC(=O)CCC2CCCN(Cc3ccc(OC(F)F)cc3)C2)c1 (stereo not given)	2.0%	-0.5%	9.5%	-2.7	-0.2	21.6%	0.6%	0.4%
O=S(=O)(Cc1noc(-c2ccc(Cl)cc2)n1)Cc1ccco1	-20.4%	0.1%	7.4%	-19.1	0.0	-10.0%	-5.5%	-19.2%
O=c1[nH]c2cnccc2n1-c1ccccc1	-7.1%	10.1%	3.7%	2.0	-0.5	5.1%	1.5%	8.8%
O=C(Nc1ccccc1)C(c1ccccc1)c1ccccc1	2.0%	-3.0%	-11.1%	8.3	-0.2	-28.2%	1.3%	-1.7%
CCc1ccc(C2NC(=S)NC3=C2C(=O)N(c2ccccc2OC)C(c2ccc(CC)cc2)N3)cc1 (stereo not given)	-4.6%	3.1%	0.0%	.	0.6	-12.1%	1.3%	-5.7%
Cc1ccc(C2CC(c3ccc(NS(C)(=O)=O)cc3)=NN2C(=O)c2ccco2)cc1 (stereo not given)	-7.7%	-1.7%	4.7%	-27.1	1.7	-14.1%	-0.9%	-9.6%
Cc1cc(NC(=O)CCCC(=O)NCc2cccs2)no1	-8.1%	7.1%	7.6%	.	-1.2	-0.6%	1.2%	6.7%
O=C1CCCc2c1cc(C(=O)NCc1ccco1)c(=O)n2-c1ccc(Cl)cc1	-3.4%	1.3%	-1.6%	.	-2.3	-7.2%	-0.2%	-5.9%
COc1ccc(C(C2C(=O)CC(C)(C)CC2=O)C2C(=O)CC(C)(C)CC2=O)cc1	9.47µM*	1.7%	-13.1%	-16.6	-3.7	-8.4%	1.3%	4.2%
O=C(COC(=O)Cc1cccs1)NCC(=O)Nc1ccc(F)cc1	1.8%	14.2%	-2.8%	5.6	-2.4	6.1%	2.5%	-2.0%
Cc1ccc(C)c(NC(=O)C(OC(=O)c2cc[n+]([O-])cc2)c2ccccc2)c1 (stereo not given)	1.1%	-8.0%	-0.9%	3.7	-2.0	-17.6%	-0.6%	-12.9%
Cc1oc(C(C)(C)C)cc1C(=O)Nc1ccc2c(c1)OCO2	-10.2%	13.6%	-19.5%	2.2	-1.7	-21.7%	-8.1%	2.6%
CCOCCCNC(=O)C1CCN(S(=O)(=O)N2CC(C)CC(C)C2)CC1 (stereo not given)	0.9%	5.0%	-10.3%	.	-4.5	-8.1%	1.1%	-10.5%
O=C(NC1CCCCC1)c1ccc(-c2ccccc2[N+](=O)[O-])o1	-16.7%	0.9%	1.3%	0.8	-0.2	2.1%	3.9%	-0.9%
N#Cc1c2n(c3c(=O)[nH]cnc13)CCCC2	-6.9%	6.0%	13.7%	-22.4	-0.2	-6.0%	2.3%	1.9%
O=C(c1cc(-c2ccc3c(c2)OCO3)on1)N1CCOCC1	-15.4%	8.6%	-0.6%	.	-2.5	-3.9%	1.3%	-3.0%
CC(C)CCN(C(=O)c1cc(=O)[nH]c2ccccc12)c1c(N)n(Cc2ccccc2)c(=O)[nH]c1=O	-11.2%	5.2%	5.5%	-1.8	-2.8	-19.2%	-0.2%	6.4%
CSc1ccc(CNC(=O)C2CCC(=O)N(CCc3ccc(Cl)cc3)C2)cc1 (stereo not given)	-2.8%	-6.1%	3.5%	15.3	1.0	-2.3%	.	-1.9%
CC1(C)CC(Nc2ccc(C(F)(F)F)cc2[N+](=O)[O-])CC(C)(C)N1	-0.6%	3.6%	8.8%	-0.5	-1.4	-9.0%	2.9%	-2.4%
Cc1ccc(S(=O)(=O)NC(=NC(Cc2ccccc2)C(=O)O)c2ccccc2)cc1 (stereo not given)	1.6%	-8.6%	16.9%	5.7	0.6	-2.1%	0.1%	0.0%
COc1ccc(NC(=O)Cc2ccc(Cl)cc2Cl)cn1	1.4%	5.9%	-1.5%	-1.3	-5.4	-2.2%	0.3%	2.2%
O=C(COC(=O)CCSc1ccccc1)Nc1ccccc1Br	?	7.6%	-23.8%	22.2	-8.7	-7.6%	1.4%	-11.1%
COc1ccc(/C=C2/C(=O)N=C3SCCN32)cc1	-5.8%	0.0%	2.9%	5.2	-1.6	0.0%	0.0%	-4.8%
CCOC(=O)c1cnc2c(c(C)nn2C)c1Oc1ccccc1F	3.5%	-11.4%	-10.7%	-3.5	2.2	20.0%	-1.7%	-9.7%
c1ccc(CC2CCN(c3ncnc4sccc34)CC2)cc1	0.2%	10.1%	-6.4%	-5.4	1.1	-15.3%	-2.9%	-1.8%
Cc1ccc(C(=O)CSc2nnc(-c3ccccc3)o2)cc1	-3.0%	6.0%	8.0%	.	2.9	6.6%	0.2%	-1.6%
COc1ccc(C(C(=O)NC2CCCCC2)N2CCC3(CC2)OCCO3)cc1 (stereo not given)	0.2%	-8.0%	-3.1%	-5.8	-1.0	0.6%	-1.3%	5.7%
Cc1nn2c(=S)[nH]nc2[nH]c1=O	?	8.5%	26.4%	-53.4*	-0.3	8.3%	1.5%	?
COc1ccc(S(=O)(=O)N2CCOCC2)cc1NC(=O)c1cccc2c(=O)c(C)c(-c3ccccc3)oc12	-3.2%	-2.9%	13.1%	-3.0	-3.1	7.4%	-12.3%	9.3%
Cc1ccccc1C(=O)c1c[nH]c(C(=O)NCc2ccco2)c1	-2.3%	9.9%	-8.0%	-9.3	-1.6	-21.1%	-2.2%	-6.4%
CSc1ccc(S(=O)(=O)NCC(=O)OCC(=O)N(C)CC(=O)Nc2ccccc2Cl)cc1[N+](=O)[O-]	1.1%	6.2%	-20.3%	6.0	-0.7	-21.1%	3.0%	1.7%
CC1(C)CCc2cc(S(=O)(=O)N3CCN(S(=O)(=O)c4c(F)cccc4F)CC3)ccc2O1	.	6.6%	3.9%	.	.	9.2%	-2.1%	.
Cc1cc(-n2c(C)cc(C(=O)CCl)c2C)no1	13.4µM*	-5.8%	7.1%	-3.8	1.1	7.6%	-0.8%	-9.7%[11.6 µM]
Cc1nc2cc(C(=O)O)ccc2n1C1CCCCC1	-5.0%	0.4%	1.5%	.	-1.3	7.0%	0.0%	3.3%
COc1ccc(C(=O)NCCCn2cccn2)cc1OC1CCN(C(C)=O)CC1	5.9%	3.4%	-0.5%	4.4	0.2	-25.3%	-3.8%	-30.6%

One compound at a time, from the list above.
CCOC(=O)c1cnc2c(c(C)nn2C)c1Oc1ccccc1F is listed as PLK1 PBD inh: 3.5%; EPAC1 agonist: -11.4%; EPAC2 antag: -10.7%; PI5P4Ka inh: -3.5; CCT modulator: 2.2; EPAC1 antag: 20.0%; MmCpn inh: -1.7%; WRN helicase inh: -9.7%
CSc1ccc(S(=O)(=O)NCC(=O)OCC(=O)N(C)CC(=O)Nc2ccccc2Cl)cc1[N+](=O)[O-] is listed as PLK1 PBD inh: 1.1%; EPAC1 agonist: 6.2%; EPAC2 antag: -20.3%; PI5P4Ka inh: 6.0; CCT modulator: -0.7; EPAC1 antag: -21.1%; MmCpn inh: 3.0%; WRN helicase inh: 1.7%
Cc1ccc(C(=O)CSc2nnc(-c3ccccc3)o2)cc1 is listed as PLK1 PBD inh: -3.0%; EPAC1 agonist: 6.0%; EPAC2 antag: 8.0%; PI5P4Ka inh: .; CCT modulator: 2.9; EPAC1 antag: 6.6%; MmCpn inh: 0.2%; WRN helicase inh: -1.6%

Going on with the list:
SMILES	PLK1 PBD inh	EPAC1 agonist	EPAC2 antag	PI5P4Ka inh	CCT modulator	EPAC1 antag	MmCpn inh	WRN helicase inh
Cc1cnc(NC(=O)Cc2ccc(C)c(C)c2)s1	-16.8%	4.5%	2.1%	-4.8	0.3	4.6%	-5.8%	14.1%
COc1ccccc1N1CCN(CC(=O)c2c(N)n(C)c(=O)n(C)c2=O)CC1	-24.5%	9.6%	-14.0%	0.2	-0.4	-3.0%	-3.1%	2.0%
COc1cc2c(cc1OC)C(c1ccccc1)N(C(=O)c1ccco1)CC2 (stereo not given)	-5.6%	-4.2%	10µM*	-7.9	-1.8	-29.7%	-1.8%	-5.3%
CCOC(=O)c1ccc(Nc2nc(C)cc(C)c2C#N)cc1	-2.2%	-5.1%	-1.7%	.	0.6	0.1%	-1.2%	-5.9%
Brc1ccc2nc(C3CCCCC3)c(CC3CCCCC3)n2c1	3.7%	-0.9%	-3.8%	-0.3	1.5	-6.8%	.	-10.1%
CC(=O)NC(=S)Nc1sc2c(c1C(N)=O)CCC(C)C2 (stereo not given)	-22.1%	6.8%	-6.7%	-1.4	-0.6	-11.9%	0.0%	-2.5%
O=C(NCCN1CCOCC1)c1ccc(Cl)cc1[N+](=O)[O-]	-8.3%	-2.5%	-0.8%	.	-2.0	-17.9%	1.4%	-1.7%
O=C(O)CC1=C(Nc2ccccc2)C(=O)N(c2ccccc2)C1c1ccc(Br)cc1 (stereo not given)	-6.6%	-6.4%	-9.1%	5.5	-3.2	-1.0%	-13.1%	-1.6%
CSc1nc(NCc2ccccc2)c2c3c(sc2n1)CN(C)CC3	-11.3%	16.2%	-12.5%	.	-1.8	-0.2%	-1.9%	2.4%
CCNC(=S)NCc1ccc(OC)c(OC)c1	1.2%	1.9%	16.6%	-10.3	-1.0	5.1%	0.5%	5.9%
CC(=O)c1ccc(N2CCN(C(=O)/C=C/c3ccc(S(=O)(=O)N4CCOCC4)cc3)CC2)cc1	-2.0%	-6.6%	0.9%	3.2	1.3	7.8%	-0.8%	-27.3%
NC(Cc1ccc(Cl)cc1)c1csc(Nc2ccc(C(=O)c3ccccc3)cc2)n1 (stereo not given)	2.4%	2.6%	12.4%	-1.8	-0.5	-7.1%	.	-6.5%
Cc1ccccc1OCC(=O)NCCCNC(=O)c1cccnc1	-6.4%	-1.6%	2.1%	-8.6	-1.5	-13.9%	0.7%	-21.7%
CCOc1ncccc1C(=O)Nc1ccc(S(=O)(=O)Nc2nc(C)cc(C)n2)cc1	0.6%	13.7%	10.2%	1.9	-2.1	4.8%	-1.5%	4.7%
NNC(=O)c1cc(C2CC2)nc2ccc(Br)cc12	-5.9%	8.7%	3.1%	5.3	-0.7	-9.2%	-4.9%	-1.3%
CC(=O)Nc1ccc(S(=O)(=O)Nc2nc3ccccc3nc2Nc2cccc(S(N)(=O)=O)c2)cc1	?	-0.5%	-6.2%	2.7	-1.5	-9.0%	-0.1%	-23.9%
